# Sm TGR block = blocks Schistosoma mansoni thioredoxin glutathione reductase; Q962Y6; purified TGR, DTNB reduction, TNB absorbance 405 nm; Potency, µM (highest dose often 114 µM), for the others: at the highest dose activity change, negative = inhibition, most hits filed as inhibitors; hit rate 3% among 360,000; AID 485364; further: nearly all actives have a fitted effect of over 60% in size
#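 TGR 20 nM + NADPH 100 uM (dispensed conc.), cpd preinc 15 min RT; start with NADPH (500 uM addition) then DTNB (15 mM addition). Kinetic TNB absorbance, 405 nm filter. Four-parameter Hill fit across titration.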
# Pf growth 96h = P. falciparum growth inhibition at 96 hour, primary screen for plastid delayed-death inhibitors; P. falciparum luciferase reporter growth, 96 h; Potency, µM (series often up to 28.7 µM), for inactives: at the highest dose activity change, negative = inhibition, usual class: inhibitors; hit rate 6.9% among 320,000
#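 Compounds incubated with erythrocytes infected by luciferase-expressing P. falciparum (2% hematocrit, 0.05% parasitemia final) for 96 hours, 37 C in 5% CO2. Growth inhibition scored as decreased luciferase luminescence.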
# HCV inh = blocks hepatitis C virus. Huh7.5.1 HCVcc-Cre infection, luciferase reporter, 44 h. Potency, µM (top dose mostly 41.8 µM), for inactives: at the highest dose activity change, negative = inhibition, actives largely listed as inhibitors. hit rate 3.4% among 340,000
#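 Infectious HCVcc-Cre (~0.5 moi) was added to cells just after compound, with cells seeded 4 h earlier at 1,000 per well. Luciferase activity after 44 h culture reported infection; substrate was incubated 15 min at room temperature before reading.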
# TbPYK inhibitor = inhibitors of Trypanosoma brucei pyruvate kinase | TbPYK enzyme, Kinase-Glo Plus ATP luminescence, 45 min | Q57TT1 | Potency, µM (series often up to 76.8 µM), for the others: top-dose activity, negative = inhibition, hits mostly inhibitors | AID 624173 | hit rate 0.12% among 410,000; further: nearly all actives have a fitted effect of over 50% in size
#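 Readout: single end-point luminescence (Kinase-Glo Plus, 10 min). Reaction conditions were TbPYK/substrate plus 130 uM ADP, 45 min at RT, pH 7.2 TEA buffer. No-enzyme wells served as controls, and data were normalized before concentration-response fitting.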
# LmPK inh = blocks Leishmania mexicana pyruvate kinase activity. Q27686. purified LmPK, Kinase-Glo ATP luminescence, 1 h. Potency, µM (titrated, usually from 57.5 µM), inactives show top-dose activity change, negative = inhibition, most hits filed as inhibitors. hit rate 0.37% among 290,000
# Target sequence (Q27686 whole entry, looked up): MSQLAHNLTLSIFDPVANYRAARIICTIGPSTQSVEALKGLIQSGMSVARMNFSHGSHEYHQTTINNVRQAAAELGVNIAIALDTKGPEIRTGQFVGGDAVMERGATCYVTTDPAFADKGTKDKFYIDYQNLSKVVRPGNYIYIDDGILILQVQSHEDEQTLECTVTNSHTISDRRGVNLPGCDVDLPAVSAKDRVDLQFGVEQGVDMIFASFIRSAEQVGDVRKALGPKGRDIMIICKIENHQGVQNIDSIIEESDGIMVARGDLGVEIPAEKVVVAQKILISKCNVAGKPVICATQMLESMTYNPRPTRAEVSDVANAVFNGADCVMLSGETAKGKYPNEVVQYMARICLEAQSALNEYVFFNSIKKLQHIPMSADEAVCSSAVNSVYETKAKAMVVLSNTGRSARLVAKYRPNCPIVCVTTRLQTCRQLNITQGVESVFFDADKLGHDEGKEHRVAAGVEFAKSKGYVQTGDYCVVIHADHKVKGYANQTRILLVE
#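 ATP generated from ADP (0.1 mM) and PEP (0.5 mM) by 0.1 nM LmPK over 1 h at room temperature (pH 7.2 imidazole buffer) was detected by coupled luciferase luminescence. Values were normalized to uninhibited and no-enzyme wells.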
# Pf growth 48h = P. falciparum growth inhibition at 48 hours (one generation). Potency, µM (top dose mostly 28.7 µM), inactives show at the top dose activity change, negative = inhibition, most hits filed as inhibitors. hit rate 5.9% among 310,000. P. falciparum luciferase growth in erythrocytes, 48 h
#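 A one-generation exposure of luciferase-tagged malaria parasites in RPMI 1640/Albumax erythrocyte culture, 37 C and 5% CO2. Inhibition is inferred from decreased luminescence after adding detection reagent.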
# * = called active by the depositor; ? = inconclusive; · = not tested or not shown; & = joins results of further samples; [ ] = dose if it differs, or a comment. The call rests on the fitted dose curve; in most records, active means well fitted curve in the direction sought with a large enough effect; inconclusive means small, poorly fitted or top-dose-only effect, or another doubt; inactive means no such curve, though single readings can be large; an effect the other way counts as inactive or inconclusive. On the % scale 0 is the no-effect control and ±100 the full control effect; potency means the concentration at half of the fitted maximal effect. An unsorted share of the library; 16% or so of the library scored in one or more.
No. | SMILES | Sm TGR block | Pf growth 96h | HCV inh
1 | CN(Cc1nc2c(s1)CCCC2)C(=O)CCc1nnc(-c2ccc3c(c2)OCO3)o1 | -19% | -8% | 33%[activator]
2 | CC(=O)N(C)c1ccc(N=Nc2c(C)[nH]n(C(N)=S)c2=O)cc1 | 0% | 43%[activator] | 12%
3 | COc1ccc(/C(N)=N/OC(=O)CCc2ccccc2)cc1 | 2% | -3% | 5%
4 | COC(=O)c1cc2c(=O)n3ccccc3nc2n(C)c1=N | -4% | ? | ·
5 | CSCCC(NS(=O)(=O)c1cccs1)C(=O)NCc1cccs1 (stereo not given) | 11% | 33%[activator] | 1%
6 | Cn1c(NC(=O)c2ccccc2)c(-c2cccs2)c(=O)c2ccccc21 | -1% | · | 12%
7 | O=C(Nc1nc(-c2ccc(Cl)cc2Cl)cs1)C1CCCO1 (stereo not given) | -2% | 56%[activator] | ?
8 | CSc1ccccc1C(=O)C1CCCN(Cc2ccncc2)C1 (stereo not given) | -15% | 1.2µM* | ?
9 | COc1ccccc1NC(=O)N1c2ccccc2NC(=O)CC1C (stereo not given) | 0% | 5% | 11%
10 | CCOc1cc2[nH]c(=S)n(CCCN(CC)CC)c(=O)c2cc1OCC | 6.3µM* | 59%[activator] | -26%
11 | Cc1cc(C)c2nc(N3CCCC(C(=O)N4CCC(C(N)=O)CC4)C3)sc2c1 (stereo not given) | -2% | 47%[activator] | 12%
12 | CCCC1CCC(C2=N/C(=C\c3ccc(OC)c(OC)c3)C(=O)O2)CC1 (stereo not given) | -7% | · | -1%
13 | COC(=O)c1ccc2[nH]c([C@H](C)O)c([C@H](C)O)c2c1 | ? | ? | -11%
14 | Cc1ccccc1CN1CCN(Cc2ccccc2C(F)(F)F)CC1 | -1% | 2% | 10%
15 | O=C(c1ccc2c3c(cccc13)C(=O)N(O)C2=O)N1CCCCC1 | 4% | ? | 8%

No. | TbPYK inhibitor | LmPK inh | Pf growth 48h
1 | 1% | 6% | -1%
2 | -14% | -18% | -3%
3 | 3% | 0% | 19%
4 | · | -7% | ?
5 | -1% | -1% | 7%
6 | -3% | 0% | -9%
7 | -1% | 0% | 15%
8 | -5% | 1% | ?
9 | -14% | -4% | 7%
10 | -5% | -6% | ?
11 | -24% | 7% | ·
12 | 4% | 3% | 26%
13 | -13% | -11% | ?
14 | 15% | -7% | ·
15 | 9% | 2% | -24%

# Next part
No. | SMILES | Sm TGR block | Pf growth 96h | HCV inh
16 | Cc1nnc(C)n1/N=C/c1cc2ccccc2nc1Cl | 7% | ? | 10%
17 | Cc1ccc(C(=O)Nc2cccc(-c3nc4ncccc4o3)c2)cc1 | 1% | 9% | -24%
18 | O=C(N1CCOCC1)N1CCN(c2ccccn2)CC1 | -4% | 58%[activator] | 7%
19 | CCC/C(=C1/C(=O)CC(C)(C)C(C(=O)OC)C1=O)N1CCCC1 (stereo not given) | -8% | -1% | 10%
20 | Fc1ccc(CNCC2CCCO2)cc1 (stereo not given) | -17% | ? | 19%
21 | COc1ccc(NS(=O)(=O)c2ccc(-c3coc(C)n3)cc2)cc1 | 1% | 151%[activator] | ?
22 | CCOc1ccc(N2C(=O)CC(Sc3nc(C)cc(C)c3C#N)C2=O)cc1 (stereo not given) | -11% | ? | -6%
23 | CCOc1ccccc1CNC(=O)CCCn1ncn2c(cc3occc32)c1=O | -9%&-4% | 19% | 4%
24 | Cc1cccc(C)c1OCc1cc(C(=O)N2CCC(c3ccncc3)CC2)no1 | -21% | -19% | 7.9µM*
25 | COc1ccc(-c2nc3cc(NC(=O)Cc4ccc(OC)c(OC)c4)ccc3o2)cc1 | 10% | 4.1µM* | 7.1µM*
26 | O=C(NCC(c1cccnc1)N1CCN(c2ccc(F)cc2)CC1)c1ccccc1 (stereo not given) | -1% | · | 1%
27 | CCN(CC(=O)Nc1ccccc1Br)C1CCCCC1 | -9% | ? | 10%
28 | CCCCOP(=O)(c1ccc(N(C)C)cc1)C(O)c1ccc(OC)cc1 (stereo not given) | 11% | -17% | -4%
29 | NC(N)=NS(=O)(=O)c1ccc(NC(=S)NC(=O)c2ccncc2)cc1 | 20µM* | ? | 9%
30 | COCCNC(=O)/C(C#N)=c1\s/c(=C\c2ccccc2OC(F)F)c(=O)n1Cc1ccccc1 | 0% | -2% | ·

No. | TbPYK inhibitor | LmPK inh | Pf growth 48h
16 | -1% | 1% | ?
17 | -2% | 4% | ?
18 | 0% | -11% | 5%
19 | -4% | 2% | -5%
20 | 1% | 1% | 36%[activator]
21 | 0% | 6% | 0%
22 | 2% | 6% | 35%
23 | 0%&1% | 4% | ?
24 | 1% | -6% | -1%
25 | -1% | 6% | -11%
26 | -8% | -4% | ?
27 | 0% | 4% | -19%
28 | -5% | -1% | -21%[0.00184 µM]
29 | 1% | -1% | 9%
30 | · | 4% | 4%

# Compounds 23 to 25 from above:
No. | SMILES | Sm TGR block | Pf growth 96h | HCV inh
23 | CCOc1ccccc1CNC(=O)CCCn1ncn2c(cc3occc32)c1=O | -9%&-4% | 19% | 4%
24 | Cc1cccc(C)c1OCc1cc(C(=O)N2CCC(c3ccncc3)CC2)no1 | -21% | -19% | 7.9µM*
25 | COc1ccc(-c2nc3cc(NC(=O)Cc4ccc(OC)c(OC)c4)ccc3o2)cc1 | 10% | 4.1µM* | 7.1µM*

No. | TbPYK inhibitor | LmPK inh | Pf growth 48h
23 | 0%&1% | 4% | ?
24 | 1% | -6% | -1%
25 | -1% | 6% | -11%

# Some of the entries above, reformatted.
item	smiles	Sm TGR block	Pf growth 96h	HCV inh	TbPYK inhibitor	LmPK inh	Pf growth 48h
26	O=C(NCC(c1cccnc1)N1CCN(c2ccc(F)cc2)CC1)c1ccccc1 (stereo not given)	-1%	·	1%	-8%	-4%	?
27	CCN(CC(=O)Nc1ccccc1Br)C1CCCCC1	-9%	?	10%	0%	4%	-19%

# (more compounds)
No. | SMILES | Sm TGR block | Pf growth 96h | HCV inh
31 | Fc1ccccc1CSc1nnc(-c2cccs2)o1 | 3% | · | 13%
32 | CCc1ccc2oc(-c3ccc(OC)cc3)cc(=Nc3cccc(C(=O)O)c3)c2c1 | -5% | ? | ?
33 | Cc1n[nH]c(C)c1S(=O)(=O)N(CC(=O)N1CCc2ccccc21)c1ccc(C(C)C)cc1 | 0% | -54% | ?
34 | COc1ccc(Cl)cc1C(=O)NCCCSc1ccccc1 | 3% | ? | -13%
35 | CCn1ccc(C(=O)Nc2ccc(Cl)cn2)n1 | 0% | -18% | -2%
36 | Cc1cc(=O)oc2cc(OCC(=O)N3CCN(c4ccccc4)CC3)ccc12 | -12% | ? | -19%
37 | O=[N+]([O-])c1ccc(CNCc2cc(Cl)ccc2O)cc1 | -27% | ? | ?
38 | CC1CC(C)CN(C(=O)c2cccc(S(=O)(=O)N(C)c3ccccc3)c2)C1 (stereo not given) | 1% | -22% | 32µM*
39 | CCC1CCCCN1C(=O)CSc1nnc(CNC(=O)c2c(F)cccc2Cl)o1 (stereo not given) | 0% | -9% | 1%
40 | NC(=O)C1CCN(CC(O)COCc2ccccc2Cl)CC1 (stereo not given) | 11% | 15% | 13%
41 | O=C(Nc1cccc(NC(=O)c2cccc(F)c2)c1)c1ccccc1 | 7% | 38%[activator] | -10%
42 | Cc1nn(-c2ccccc2)c(C)c1NC(=O)COC(=O)c1ccc(Cl)c(S(N)(=O)=O)c1 | -19% | 3% | 24%
43 | Cc1cc(NC(=O)Cn2ccsc2=N)c([N+](=O)[O-])cc1C | 7% | 21% | -18%
44 | c1nc(N2CCC3(CC2)OCCO3)c2c3c(sc2n1)CCCC3 | 7% | ? | -25%
45 | Cc1cccc(NC(=O)CNC(=O)c2ccc3c(c2)OCO3)n1 | -4% | 34%[activator] | -1%

No. | TbPYK inhibitor | LmPK inh | Pf growth 48h
31 | 7% | -5% | 183%[activator]
32 | -12% | -3% | 331%[activator]
33 | 4% | 5% | ·
34 | -2% | -9% | ?
35 | 1% | -4% | ·
36 | -4% | · | ?
37 | -13% | · | 12µM*
38 | -3% | · | -2%
39 | 2% | -3% | -10%
40 | -4% | -2% | ?
41 | -3% | -2% | 0%[0.00184 µM]
42 | 10% | · | 3%
43 | -13% | -19% | -13%
44 | -1% | 2% | ?
45 | 3% | · | ?

# New compounds follow:
No. | SMILES | Sm TGR block | Pf growth 96h | HCV inh
46 | CNC(=S)NCCN1CCOCC1 | -8% | 10% | 0%
47 | COc1ccccc1NS(=O)(=O)c1cc(C(=O)NCCC(C)C)ccc1F | -1% | -24% | ?
48 | Cc1nc2ccc(S(=O)(=O)N(C)CC(=O)NCc3ccc4c(c3)OCO4)cc2s1 | 15% | ? | -5%
49 | COCCn1c(SCC(=O)N2CCCc3ccccc32)nnc1-c1ccco1 | ? | ? | -22%
50 | COc1cccc(C(=O)Nc2c3c(nn2-c2cccc(C)c2C)CS(=O)(=O)C3)c1OC | ? | ? | -22%
51 | CN(C)/N=C/c1cn(-c2ccccc2)nc1-c1cccnc1 | 4% | -22% | -5%
52 | COc1ccc(/C=C2\Oc3cc(OCC(N)=O)ccc3C2=O)cc1OC | -3% | 16% | 3%
53 | CC1CC(C)CN(CCCNC(=O)c2ccc3nc(N4CCCCC4)sc3c2)C1 (stereo not given) | -14% | 64% | ?
54 | O=C(CCC(=O)N(CC(=O)NC1CCCC1)C1CCCCC1)Nc1ccccn1 | -2% | 22% | -12%
55 | CCN(CC)c1cccc(OCC(=O)N2c3ccccc3CC2C)c1 (stereo not given) | -1% | ? | ?
56 | Cc1ccc(S(=O)(=O)CCC(=O)Nc2nccs2)cc1 | 0% | · | -10%
57 | CCOc1ccc(C(=O)NCC(=O)Nc2ncccc2C)cc1OCC | -4% | 55%[activator] | 1%
58 | COc1ccc(C2OC(=O)Cc3cc(OC)c(OC)cc32)cc1 (stereo not given) | -7% | 4% | 6%
59 | CC(=O)N(Cc1cc(=O)[nH]c2ccccc12)c1ccc(C)cc1 | 1% | -26% | 21%
60 | CC(C)(C)c1ccc(Oc2ncccc2NC(=O)c2cccs2)cc1 | -6% | -16% | 2%

No. | TbPYK inhibitor | LmPK inh | Pf growth 48h
46 | -8% | -6% | 3%
47 | -21% | 0% | -22%
48 | -5% | 0% | 30%[activator]
49 | -7% | 2% | -2%
50 | -2% | 3% | 10µM*
51 | 7% | -4% | 6%
52 | 4% | 5% | 6%
53 | -4% | -5% | -7%
54 | 6% | 1% | ?
55 | 0% | · | 9.3µM*
56 | -5% | 5% | ?
57 | -2% | · | 17%
58 | 1% | 0% | 6%
59 | 1% | -1% | -18%
60 | -2% | 6% | -16%

# Further records follow:
No. | SMILES | Sm TGR block | Pf growth 96h | HCV inh
61 | O=C(CSc1ccc2nnc(-c3ccncc3)n2n1)N1CCc2ccccc21 | 0% | -1% | -20%
62 | COc1ccc(S(=O)(=O)NCCC(=O)NC2CCCCCCC2)cc1 | -1% | 30%[activator] | -4%
63 | O=C(CNCc1ccccn1)Nc1ccc([N+](=O)[O-])cc1C(=O)Nc1ccccc1F | 3% | -11% | -5%
64 | O=C1Nc2cc(C(=O)NCCCN3CCOCC3)ccc2S/C1=C/c1cccc(Cl)c1 | -3% | 3% | ?
65 | CCNC(=O)CN1C(=O)NC(CCc2ccccc2)C1=O (stereo not given) | 6% | ? | 11%
66 | Cc1cc(C(=O)NNC(=O)c2cccc([N+](=O)[O-])c2)n[nH]1 | 8% | 10% | 9%
67 | Cc1ccc(C(=O)N/N=C2\SCC(=O)N2c2cc(C)ccc2C)cc1 | -11% | -1% | 3%

No. | TbPYK inhibitor | LmPK inh | Pf growth 48h
61 | · | 6% | 2%
62 | 4% | 6% | ?
63 | 4% | -8% | ?
64 | 10% | -2% | ?
65 | -9% | 1% | ?
66 | -12% | · | 22%
67 | 10% | 5% | 51%[activator]
